procasp7 counter = activates human procaspase-7, counter-screen for procaspase-3 activators; activation, % at 8.5 µM; P55210; AID 463210; recombinant procaspase-7, Ac-DEVD-pNA absorbance 405 nm; D23A/D198A/D206A triple mutant, cannot self-cleave; scale: DMSO 0, 5 µM enzyme 100; 330,000 compounds, 0.093% hits;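 active means percent activation above the screen-wide mean plus 3 SD, cut at about 25% in these data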
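Assay system: Uncleavable procaspase-7 mutant enzyme; Input: 2 µM procaspase-7 mutant as dispensed; Also added: DEVD-pNA substrate; Medium: Zinc-free HEPES pH 7.4 with 300 mM NaCl, 0.01% Triton X-100; Timing: 1 h compound preincubation, 2 h substrate cleavage, 25 °C; Measured by: Epi-absorbance of released pNA at 405 nm, two timepoints.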
ZTA counter = ZTA (EBV) inhibition in EBNA-1 counter-screen | P03206 | ZTA-DNA binding, fluorescence polarization | inhibition, % at 11 µM | 320,000 compounds, 0.15% hits | AID 2234; in the data active means inhibition above about 33%
procasp3 activ = activates human procaspase-3. 330,000 compounds, 0.11% hits. activation, % at 8.5 µM. recombinant procaspase-3 D3A, Ac-DEVD-pNA absorbance 405 nm;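 active means activation above the mean of all tested compounds plus 3 SD, cut at about 21% in these data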;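 further: 0% = DMSO alone and 100% = DMSO wells spiked with extra 5 µM PC-3 D3A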
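System: Procaspase-3 D3A mutant. Medium: Zinc-free 300 mM NaCl, 50 mM HEPES, 0.01% Triton X-100. Schedule: 1 h preincubation plus 2 h reaction at 25 °C. Measured by: 405 nm absorbance of p-nitroaniline, reads at 0 and 120 min. Read-out: percent activation relative to control range.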
LAP4 TOR yeast = alters LAP4-GFP fluorescence in TOR pathway yeast screen | S. cerevisiae LAP4-GFP multiplex, flow cytometry GFP, 3 h; median GFP as percent of DMSO wells | GFP response vs DMSO, % at 10 µM | 320,000 compounds, 0.34% hits | AID 2023;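 active means GFP response vs DMSO above a set limit, about the screen mean plus 3 SD, cut at about 150% in these data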
MEP2 TOR yeast = yeast TOR pathway MEP2-GFP modulation. S. cerevisiae MEP2-GFP strain, flow cytometry GFP, 3 h; 100% = DMSO control level. GFP response vs DMSO, % at 10 µM. 330,000 compounds, 0.51% hits. AID 2016;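 active means GFP response versus DMSO above a set limit, roughly screen mean plus 3 SD, cut at about 180% in these data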;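 further: median GFP fluorescence of the barcode-gated MEP2-GFP cells per well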
AHR act = human AHR activation; activation, % at 5 µM; P35869; AHR-responsive luciferase reporter cells, luminescence; 320,000 compounds, 2.5% hits; in the data active means activation above about 47%;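 further: 0% = vehicle wells and 100% = reference agonist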
EBNA-1 inhibitor = blocks EBNA-1 binding to DNA; EBNA-1 DNA binding, fluorescence polarization; inhibition, % at 14.8 µM; 300,000 compounds, 0.34% hits; AID 1950; in the data active means inhibition above about 28%
RPL19A TOR yeast = yeast TOR pathway RPL19A-GFP modulation | S. cerevisiae RPL19A-GFP strain, flow cytometry, 3 h; stronger effect = lower value | percent response vs DMSO, % at 10 µM | 330,000 compounds, 0.3% hits | AID 2025;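 active means percent response vs DMSO below 50%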;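 further: median channel GFP fluorescence of the barcoded RPL19A-GFP strain; ratio of sample median GFP to plate DMSO average so 100% = DMSO; lower means less RPL19A-GFP as with rapamycin TOR inhibition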
* marks the source's active call; other numbers are inactive results.

`CCOc1ccc(S(=O)(=O)N2Cc3ccccc3CC2C(=O)NCCCn2ccnc2)cc1` (stereo not given) gave procasp7 counter -8, ZTA counter 15, procasp3 activ 15, LAP4 TOR yeast 102, MEP2 TOR yeast 97, AHR act 8, EBNA-1 inhibitor 9 and RPL19A TOR yeast 98.
`c1ccc(CNCCC(Cc2ccccc2)c2ccco2)cc1` (stereo not given) gave procasp7 counter 2, ZTA counter 0, procasp3 activ -4, LAP4 TOR yeast 109, MEP2 TOR yeast 101, AHR act 1, EBNA-1 inhibitor -7 and RPL19A TOR yeast 98.
Screening CC(C)CC(=O)N/C(N)=N/c1nc2ccccc2s1 returned procasp7 counter 4, ZTA counter -5, procasp3 activ 3, LAP4 TOR yeast 118, MEP2 TOR yeast 105, AHR act -9, EBNA-1 inhibitor 0 and RPL19A TOR yeast 103.
For COc1cccc(/C=N/N2CCN(c3ccncc3S(=O)(=O)N3CCCCC3)CC2)c1 the results were procasp7 counter -6, ZTA counter 4, procasp3 activ -3, AHR act 5 and EBNA-1 inhibitor 3.
For Cc1sc2ncn(CC(=O)NCCN3CCOCC3)c(=O)c2c1S(=O)(=O)N1CCC(C)CC1 the results were procasp7 counter 11, ZTA counter 1, procasp3 activ 1, LAP4 TOR yeast 93, MEP2 TOR yeast 99, AHR act 1, EBNA-1 inhibitor 7 and RPL19A TOR yeast 96.
For COc1ccc(S(=O)(=O)CC2(O)CCN(C(=O)C(C)(C)C)CC2)cc1 the results were procasp7 counter 2, ZTA counter 4, procasp3 activ -1, LAP4 TOR yeast 102, MEP2 TOR yeast 99, AHR act 0, EBNA-1 inhibitor -15 and RPL19A TOR yeast 103.
Screening O=C1c2cccc3cccc(c23)C(=O)N1c1ccncc1 returned procasp7 counter 9, ZTA counter 2, procasp3 activ -11, LAP4 TOR yeast 91, MEP2 TOR yeast 102, AHR act 14, EBNA-1 inhibitor -4 and RPL19A TOR yeast 107.
Screening C/C(=N\N(c1ccccc1)c1ccccc1)c1ccc(N)cc1 returned procasp7 counter -4, ZTA counter -6, procasp3 activ 3, LAP4 TOR yeast 127, MEP2 TOR yeast 95, AHR act 0, EBNA-1 inhibitor 1 and RPL19A TOR yeast 102.
Screening O=C(Nc1ccc(Cl)cc1)c1ccc(-n2cncn2)c([N+](=O)[O-])c1 returned procasp7 counter -3, ZTA counter 0, procasp3 activ 10, LAP4 TOR yeast 104, MEP2 TOR yeast 106, AHR act -1, EBNA-1 inhibitor 4 and RPL19A TOR yeast 105.
C/C(=N\NC(=O)c1nnn(-c2nonc2N)c1CSc1ccccc1)c1ccc2c(c1)OCO2 was read as procasp7 counter -4, ZTA counter 11, procasp3 activ 2, LAP4 TOR yeast 97, MEP2 TOR yeast 104, AHR act 1, EBNA-1 inhibitor -3 and RPL19A TOR yeast 101.
Screening CC(=O)Nc1ccc2[nH]c(C)c(CC=C(Cl)Cl)c(=O)c2c1 returned procasp7 counter 3, ZTA counter -24, procasp3 activ -4, LAP4 TOR yeast 99, MEP2 TOR yeast 98, AHR act 7, EBNA-1 inhibitor -24 and RPL19A TOR yeast 97.
COc1ccc(/C=N/n2c(SC)nnc(C(C)(C)C)c2=O)cc1OC was read as procasp7 counter 0, ZTA counter 3, procasp3 activ 8, LAP4 TOR yeast 96, MEP2 TOR yeast 99, AHR act 10, EBNA-1 inhibitor 3 and RPL19A TOR yeast 102.
`Cc1ccc(C(=O)NNC(=O)CSc2nnc(C(C)C)n2C)cc1` gave procasp7 counter -3, ZTA counter 0, procasp3 activ -2, LAP4 TOR yeast 101, MEP2 TOR yeast 99, AHR act 1, EBNA-1 inhibitor -21 and RPL19A TOR yeast 102.
For COc1cc(C=NNc2ccc(S(=O)(=O)Nc3ccccc3C(=O)O)cc2[N+](=O)[O-])ccc1O the results were procasp7 counter -4, procasp3 activ -11, LAP4 TOR yeast 87, MEP2 TOR yeast 99, AHR act 0 and RPL19A TOR yeast 100.
`COc1ccc(CCNC(=O)C2CCCN2C(=O)NC2CCCCC2)cc1OC` (stereo not given) gave procasp7 counter 8, ZTA counter -1, procasp3 activ 7, LAP4 TOR yeast 105, MEP2 TOR yeast 99, AHR act -1, EBNA-1 inhibitor 3 and RPL19A TOR yeast 108.
`COc1c(C)cc(C(=O)C2CCCN(S(=O)(=O)N(C)C)C2)cc1C` (stereo not given) gave procasp7 counter -2, ZTA counter 4, procasp3 activ -2, LAP4 TOR yeast 99, MEP2 TOR yeast 113, AHR act 7, EBNA-1 inhibitor -2 and RPL19A TOR yeast 107.
Screening CCOc1ccccc1NC(=O)C(c1ccccc1)N1CCN(CC(=O)N2CCCC2)CC1 (stereo not given) returned procasp7 counter 4, procasp3 activ 7, LAP4 TOR yeast 107, MEP2 TOR yeast 103, AHR act 4 and RPL19A TOR yeast 99.
Screening COc1ccc(C(=O)NC(=S)N2CCCCC2c2cccnc2)cc1OC (stereo not given) returned procasp7 counter -11, ZTA counter -4, procasp3 activ -1, LAP4 TOR yeast 103, MEP2 TOR yeast 109, AHR act 0, EBNA-1 inhibitor -5 and RPL19A TOR yeast 103.
Screening CCCc1[nH][nH]c(=O)c1C(c1ccccc1)C(C#N)C#N (stereo not given) returned procasp7 counter 0, ZTA counter -14, procasp3 activ 4, LAP4 TOR yeast 106, MEP2 TOR yeast 99, AHR act 2, EBNA-1 inhibitor -11 and RPL19A TOR yeast 101.
Cc1ccc(C(=O)Nn2c(C)nc3ccccc3c2=O)cc1C was read as procasp7 counter 6, ZTA counter -2, procasp3 activ 5, LAP4 TOR yeast 101, MEP2 TOR yeast 110, AHR act 2, EBNA-1 inhibitor 14 and RPL19A TOR yeast 107.
COc1cccc(CCNC(=O)C2CCC(=O)N(Cc3cccc(OC)c3)C2)c1 (stereo not given) was read as procasp7 counter 0, ZTA counter 16, procasp3 activ 3, LAP4 TOR yeast 93, MEP2 TOR yeast 113, AHR act 14, EBNA-1 inhibitor 1 and RPL19A TOR yeast 103.
O=S1(=O)N=C2CCCCCN2C(c2ccncc2)N1 (stereo not given) was read as procasp7 counter 4, ZTA counter -15, procasp3 activ 0, LAP4 TOR yeast 99, MEP2 TOR yeast 97, AHR act 1, EBNA-1 inhibitor 4 and RPL19A TOR yeast 96.
Screening Cc1nn(-c2ccccc2)c(Cl)c1/C=C(\CC(=O)O)c1nc2ccccc2s1 returned procasp7 counter 3, ZTA counter -8, procasp3 activ 3, LAP4 TOR yeast 91, MEP2 TOR yeast 101, AHR act 1, EBNA-1 inhibitor -7 and RPL19A TOR yeast 87.
CCOC(=O)C(Cc1ccccc1)NC(=O)CNC(C)=O (stereo not given) was read as procasp7 counter 2, ZTA counter -16, procasp3 activ 5, LAP4 TOR yeast 97, MEP2 TOR yeast 100, AHR act -4, EBNA-1 inhibitor 8 and RPL19A TOR yeast 101.
CCOc1ccc(NC(=O)N(CCC(C)C)C2CCN(C(C)=O)CC2)cc1 was read as procasp7 counter 6, ZTA counter -3, procasp3 activ 1, LAP4 TOR yeast 107, MEP2 TOR yeast 106, AHR act 0, EBNA-1 inhibitor 2 and RPL19A TOR yeast 103.
Screening CCOc1ccc(CN2CCN(S(=O)(=O)c3ccc(NC(C)=O)cc3)CC2)cc1 returned procasp7 counter 9, ZTA counter 1, procasp3 activ 5, LAP4 TOR yeast 92, MEP2 TOR yeast 97, AHR act 3, EBNA-1 inhibitor -16 and RPL19A TOR yeast 96.
Screening COc1ccc(NC(=S)Nc2cc(C)ccn2)c(OC)c1 returned procasp7 counter 0, ZTA counter 12, procasp3 activ -2, LAP4 TOR yeast 97, MEP2 TOR yeast 98, AHR act 27, EBNA-1 inhibitor 3 and RPL19A TOR yeast 90.
For COc1ccc2c(c1OC)C(=O)N(c1cccc(C)c1)C2 the results were procasp7 counter 4, ZTA counter 10, procasp3 activ 7, LAP4 TOR yeast 112, MEP2 TOR yeast 100, AHR act -3, EBNA-1 inhibitor -13 and RPL19A TOR yeast 102.
Screening COC(=O)c1c(NC(=O)C(=O)NCCCN2CCOCC2)sc2c1CCCC2 returned procasp7 counter 5, ZTA counter -4, procasp3 activ -1, LAP4 TOR yeast 127, MEP2 TOR yeast 116, AHR act 1, EBNA-1 inhibitor -2 and RPL19A TOR yeast 115.
`CCOC(=O)N1CCN(CCCc2ccccc2)CC1` gave procasp7 counter -2, ZTA counter 10, procasp3 activ 0, LAP4 TOR yeast 95, MEP2 TOR yeast 107, AHR act -1, EBNA-1 inhibitor -1 and RPL19A TOR yeast 104.

Not a retest: 8 of the compounds above.
Screening CCOc1ccccc1NC(=O)C(c1ccccc1)N1CCN(CC(=O)N2CCCC2)CC1 (stereo not given) returned procasp7 counter 4, procasp3 activ 7, LAP4 TOR yeast 107, MEP2 TOR yeast 103, AHR act 4 and RPL19A TOR yeast 99.
Screening COc1ccc(C(=O)NC(=S)N2CCCCC2c2cccnc2)cc1OC (stereo not given) returned procasp7 counter -11, ZTA counter -4, procasp3 activ -1, LAP4 TOR yeast 103, MEP2 TOR yeast 109, AHR act 0, EBNA-1 inhibitor -5 and RPL19A TOR yeast 103.
Screening CCCc1[nH][nH]c(=O)c1C(c1ccccc1)C(C#N)C#N (stereo not given) returned procasp7 counter 0, ZTA counter -14, procasp3 activ 4, LAP4 TOR yeast 106, MEP2 TOR yeast 99, AHR act 2, EBNA-1 inhibitor -11 and RPL19A TOR yeast 101.
Cc1ccc(C(=O)Nn2c(C)nc3ccccc3c2=O)cc1C was read as procasp7 counter 6, ZTA counter -2, procasp3 activ 5, LAP4 TOR yeast 101, MEP2 TOR yeast 110, AHR act 2, EBNA-1 inhibitor 14 and RPL19A TOR yeast 107.
COc1cccc(CCNC(=O)C2CCC(=O)N(Cc3cccc(OC)c3)C2)c1 (stereo not given) was read as procasp7 counter 0, ZTA counter 16, procasp3 activ 3, LAP4 TOR yeast 93, MEP2 TOR yeast 113, AHR act 14, EBNA-1 inhibitor 1 and RPL19A TOR yeast 103.
O=S1(=O)N=C2CCCCCN2C(c2ccncc2)N1 (stereo not given) was read as procasp7 counter 4, ZTA counter -15, procasp3 activ 0, LAP4 TOR yeast 99, MEP2 TOR yeast 97, AHR act 1, EBNA-1 inhibitor 4 and RPL19A TOR yeast 96.
Screening Cc1nn(-c2ccccc2)c(Cl)c1/C=C(\CC(=O)O)c1nc2ccccc2s1 returned procasp7 counter 3, ZTA counter -8, procasp3 activ 3, LAP4 TOR yeast 91, MEP2 TOR yeast 101, AHR act 1, EBNA-1 inhibitor -7 and RPL19A TOR yeast 87.
CCOC(=O)C(Cc1ccccc1)NC(=O)CNC(C)=O (stereo not given) was read as procasp7 counter 2, ZTA counter -16, procasp3 activ 5, LAP4 TOR yeast 97, MEP2 TOR yeast 100, AHR act -4, EBNA-1 inhibitor 8 and RPL19A TOR yeast 101.

Screening data: PubChem BioAssay, several laboratories

Hits appear at their usual frequency. Share with any hit: about 3.8%.
